All columns: NCI-60 one-dose screen, growth in % after 48 h at 10 µM unless noted; 100 = growth as untreated, 0 = no growth, -100 = all killed.
TK-10: TK-10 renal cancer cells; 3.9% of 81,000 active
OVCAR-5: OVCAR-5 ovarian cancer. 2.9% of 82,000 active. AID 1794783
OVCAR-4: OVCAR-4 ovarian cancer cells | 3.7% of 80,000 active | AID 1794784
UO-31: UO-31 renal cancer; 5.2% of 81,000 active; AID 1794768
SK-OV-3: SK-OV-3 ovarian cancer cells; 3.2% of 80,000 active; AID 1794785
786-0: 786-0 renal cancer cells; AID 1794775; 5.1% of 81,000 active
IGROV1: IGROV1 ovarian cancer | 4.7% of 79,000 active | AID 1794786
SN12C: SN12C renal cancer cells | 3.8% of 81,000 active | AID 1794767
Starred values were filed as active, the others as inactive; · = no result given; & = joins results of further samples; [ ] = remark or other dose. Rule for the calls: active = growth percent below 10; inactive = the rest.

entry	mol	OVCAR-5	TK-10	UO-31	OVCAR-4	786-0	SK-OV-3	IGROV1	SN12C
1	CC(=O)Cc1nsc(NC(=O)c2cc(-c3ccc(Cl)cc3)oc2C)n1	97.4	132.0	81.1	108.4	98.8	104.1	99.2	94.9
2	O=[N+]([O-])c1cccc(C2Nc3ccccc3CO2)c1 (stereo not given)	105.4	106.9	91.4	106.5	103.9	96.8	92.3	89.7
3	COC(=O)C(Cc1cn(C(C)=O)c2ccccc12)P(=O)(OC)OC (stereo not given)	103.3	100.3	74.8	87.0	105.1	113.1	112.8	97.7
4	COc1ccc(/C=C(/C(C)=O)c2ccccc2)cc1	102.9	93.3	90.2	105.4	93.5	91.8	106.1	104.7
5	N#CC1=C(Nc2ccccc2)c2nc3ccccc3c(=O)n2C1	100.8	128.9	67.4	111.6	107.9	94.8	97.2	99.2
6	COc1ccc(-c2c(C#N)c(N)n(Cc3nc4ccccc4[nH]3)c(=O)c2C#N)c(OC)c1	119.9	155.6	57.3	107.7	101.0	107.9	64.6	95.5
7	O=C(O)C1CC2(Br)C(Br)=C(Br)C1(Br)C2(Br)Br (stereo not given)	104.3	109.7	81.2	92.6	105.2	101.4	96.4	97.2
8	O=C(CCN1CCCCC1)c1ccc(-c2ccccc2)cc1	117.3	88.6	82.4	112.9	107.0	109.4	100.0	104.1
9	CCOC(=O)C1=C(C)N(C(=N)/N=C/c2ccccc2)C(=S)NC1c1ccccc1 (stereo not given)	105.9	100.0	88.0	112.4	102.8	107.4	103.9	97.2
10	Nc1ccc(S(=O)(=O)Nc2cc(F)cc(F)c2)cc1	55.5	111.7	85.4	101.4	99.7	104.4	-22.0*	104.6
11	Cc1ccccc1Cn1cc(F)c(=O)[nH]c1=O	104.6[50 µM]	·	85.7[50 µM]	101.7[50 µM]	94.7[50 µM]	·	104.4[50 µM]	103.6[50 µM]
12	C(=C\c1n(Cc2ccc3ccccc3c2)c(-c2ccccc2)c(-c2ccccc2)[n+]1Cc1ccc2ccccc2c1)/c1ccccc1	-95.0*	-81.8*	-99.1*	-85.8*	-78.2*	-60.1*	-81.4*	-91.0*
13	Cc1ccc(-n2cc(COC(=O)/C=C/c3cn(-c4ccccc4)nc3-c3ccccc3)nn2)cc1	95.4	109.4	73.1	100.4	101.8	99.3	93.7	88.9
14	CC(=O)O[C@@H]1CCN2C(=O)Nc3ccc(F)cc3[C@@H]2C1	102.6	103.5	91.4	99.1	93.0	102.0	106.3	94.6
15	Nc1ccc2c(c1)/C(=N/O)c1cc([N+](=O)[O-])ccc1-2	102.2	57.6	21.7	84.0	63.1	81.6	57.0	86.2
16	CC(C)Oc1ccc(C(=O)OCCN2CCCC2C)cc1 (stereo not given)	113.1	111.7	91.3	111.9	·	118.3	106.9	113.8
17	[2H]C([2H])([2H])Oc1ccc(F)cc1/C=C/C(=O)/C=C(O)/C=C/c1cc(F)ccc1OC([2H])([2H])[2H]	111.4	120.7	91.5	84.3	99.7	104.1	105.0	90.7
18	NCCNCc1ccncc1	100.1	111.9	84.2	103.0	101.0	100.2	107.5	102.7
19	Cc1c(OCC(F)(F)F)ccnc1CNc1ccc(C2=CC(c3ccc([N+](=O)[O-])cc3)N=C(N)N2)cc1 (stereo not given)	103.0	112.4	76.5	94.7	87.7	96.0	95.5	103.8
20	COc1ncnc(NS(=O)(=O)c2ccc(N)cc2)c1OC	·	102.7	91.3	108.2	101.0	98.4	99.1	102.7
21	Cc1ccc(S(=O)(=O)CCC(=O)Nc2ccc(S(N)(=O)=O)cc2)cc1	99.5	104.6	83.9	107.0	99.4	100.9	104.0	109.3
22	Nc1nnc(-c2cc(=O)oc3c2ccc2ccccc23)s1	101.5	112.2	62.5	97.7	96.6	109.7	92.7	98.5
23	O=C(NNC(=O)c1ccc(Cl)cc1Cl)c1ccc2ccccc2c1	112.5	105.9	90.3	103.9	98.4	106.1	127.9	104.2
24	COCC(=O)c1ccccc1	104.9	93.1	92.0	97.9	92.6	96.9	102.0	102.3
25	O=C(C[N+]12CN3CN(CN(C3)C1)C2)c1ccc2ccccc2c1	102.4	104.7	64.5	101.7	105.3	102.0	90.4	93.8
26	O=C(COc1ccc(C(=O)c2ccccc2)cc1)Nc1cccc(CO)c1	88.7	91.8	82.1	98.1	95.9	113.1	103.8	95.4
27	CCOC(=O)C(Cl)C(c1ccccc1)c1ccccc1 (stereo not given)	105.7	100.7	84.5	95.0	102.6	99.3	82.9	·
28	CCCc1nc2ccccc2c(=O)n1CC(=O)n1nc(C)cc1C	99.0	118.9	82.4	97.6	112.2	100.3	·	97.2
29	CC(=O)Nc1cc(S(=O)(=O)O)cc2cc(S(=O)(=O)O)c(N=Nc3ccc(C(=O)Nc4ccc5cc(S(=O)(=O)O)ccc5c4)cc3)c(O)c12	101.5	86.6	101.9	103.2	109.0	91.4	88.2	82.7
30	O=C(NC(=S)Nc1cnccn1)c1ccccc1	98.9	105.2	90.8	100.0	101.7	·	103.4	96.5
31	O=c1c2ccccc2nc(-c2ccccc2)n1Cc1nc2ccccc2s1	101.4	120.0	69.2	91.5	95.5	97.1	88.4	102.6
32	CC1NC(C)c2c(ccc3ccccc23)O1 (stereo not given)	100.4&103.1	113.5&101.6	76.8&65.7	109.9&108.0	108.9&108.0	107.3	92.7&81.0	104.0&95.0
33	FC(F)(F)c1cc(Br)cc(C(F)(F)F)c1	88.6	104.1	82.0	114.3	104.6	113.6	117.3	92.1
34	CCCC(=O)c1ccc(Br)cc1	83.5	77.2	89.9	95.5	99.2	95.6	93.6	87.2
35	CC(C)(C)n1cc(-c2ccnc(NCCCNS(=O)(=O)c3cccc4ccccc34)n2)c(-c2ccc(Cl)c(O)c2)n1	99.4	127.0	75.6	93.0	99.7	105.0	101.1	92.7
36	C[C@H](NC(CCc1ccccc1)C(=O)O)C(=O)N1CCC[C@H]1C(=O)O (stereo not given in full)	103.7	110.3	80.2	110.0	95.9	102.9	109.3	104.1
37	CS(=O)(=O)c1cccc(Cc2nnc(Cc3cc4ccc(F)cc4[nH]3)n2CCCc2cnc[nH]2)c1	123.7	118.3	80.1	105.5	107.3	114.8	114.2	108.5
38	Cn1c(=O)c2cccnc2c(=O)n1C	94.2	113.6	79.1	113.0	100.9	90.0	114.5	96.8
39	O=C1OCC/C1=C/OCCO/C=C1\CCOC1=O	91.7	107.7	98.7	101.9	100.4	101.1	127.8	91.0
40	Oc1cccc2ccc(-c3nnc(SCc4ccc(O)c5ncccc45)n3-c3ccccc3)nc12	47.8	14.2	-22.8*	16.8	25.9	12.1	11.2	20.0
41	C=C(C)[C@@H]1CC[C@]2(C(=O)NCCCCCCN(CCCN)CCCN)CC[C@]3(C)[C@H](CC[C@@H]4[C@@]5(C)CC[C@H](O)C(C)(C)[C@@H]5CC[C@]43C)[C@@H]12	90.1[100 µM]	111.9[100 µM]	72.5[100 µM]	·	86.4[100 µM]	77.7[100 µM]	65.0[100 µM]	82.7[100 µM]
42	CCc1cccc(CC)c1OCCN(C)C	96.8	99.4	91.6	115.1	106.5	112.3	100.4	103.1
43	Cc1cc2nc(N)c3c4ccccc4cn3c2cc1C	113.8	134.0	64.0	98.9	98.7	99.6	81.5	85.9
44	O=C1c2ccccc2-c2c(Br)c3ccccc3c(=O)n21	105.8	146.8	83.5	87.1	101.4	96.0	112.6	89.8
45	CSc1nc2c([nH]1)c(=S)n(C)c(=O)n2C	103.8	103.6	90.4	105.6	108.6	110.2	108.8	100.5
46	CCN(CC)c1ccc(C(=N)c2ccc(N(CC)CC)cc2)cc1	-22.1*	10.0	-33.6*	12.7	-55.2*	-36.6*	-24.8*	0.8*
47	Cc1ccc(C#CC(C)(O)C(C)(C)C)cn1 (stereo not given)	93.8	111.8	87.9	103.5	100.6	107.7	108.6	106.1
48	O=C(CSc1nc2ccccc2c(=O)[nH]1)NNC(=O)c1ccccc1Cl	129.5	104.9	91.2	99.6	97.1	103.0	128.4	111.8
49	Cc1[nH]c(C(=O)Nc2ccc(C(N)=O)cc2OCCN2CCOCC2)c(Cl)c1Cl	101.8	115.1	89.5	107.0	106.2	102.5	97.0	101.4
50	COc1ccc(/C(C)=N/NC(=O)CSc2nc3ccccc3c(=O)n2CCc2ccc(S(N)(=O)=O)cc2)cc1OC	103.4	129.4	88.4	94.4	99.9	135.8	100.8	99.7
51	O=C(CSc1n[nH]c(-c2ccncc2)n1)c1ccc(Br)cc1	103.4	119.7	89.4	96.9	94.1	107.4	102.4	92.8
52	O=C1c2ccccc2CCCC1Br (stereo not given)	102.7	128.1	71.3	119.8	102.8	97.9	103.8	108.8
53	CCOC(=O)NC1CCCCC1	100.0	100.2	94.8	108.9	93.7	109.7	111.1	104.3
54	COc1ccc(Cn2cc3c(c2-c2ccccc2)CCc2c(CN4CCCC4)noc2-3)cc1	91.4	105.0	78.3	81.6	76.5	95.7	79.1	83.2
55	CCOC(=O)C1=CSC2=NC3=C(CCCC/C3=C\c3ccccc3)C(c3ccccc3)N12 (stereo not given)	105.0	114.9	68.5	106.1	123.0	89.4	94.9	102.0
56	Cc1nn(-c2ccccc2)cc1/C=C1\SC(N2CCCCC2)=NC1=O	102.8	78.5	65.1	·	83.6	118.7	68.1	93.0
57	CCOC(=O)CC1CSC(N/N=C/c2ccc(F)c(F)c2)=N1 (stereo not given)	103.8	88.5	84.6	105.9	100.4	92.1	101.7	110.5
58	C/C=N/NCCC#N	98.1	98.2	92.5	104.1	102.1	102.6	102.6	105.7
59	O=C(Oc1ccc(Cl)cc1Cl)c1cccs1	116.5	81.6	80.4	122.3	97.5	97.7	105.4	100.2
60	C=CCSc1nc(-c2cnccn2)cc(-c2cccs2)c1C#N	87.4	108.6	82.7	72.2	85.9	83.7	87.5	86.4

(more compounds)
entry	mol	OVCAR-5	TK-10	UO-31	OVCAR-4	786-0	SK-OV-3	IGROV1	SN12C
61	O=C1NC(CCO)C(=O)NC1CCO (stereo not given)	116.2	111.0	81.8	111.5	108.4	113.8	111.1	101.5
62	COc1ccc(NC(=O)Nc2ccc(OCc3ccccc3)cc2)cc1	89.2	104.2	89.9	72.8	104.7	96.1	98.5	89.0
63	C/C(C(=O)O)=C(/Cl)c1c(C)cc(C)c(Br)c1C	97.1	86.0	89.7	104.5	94.5	98.5	105.0	99.8
64	O=S(=O)(NCCCNc1nccc(-c2[nH]c(-c3ccccc3)nc2-c2ccc(F)c(O)c2)n1)c1ccc(C(F)(F)F)cc1	136.4	95.7	91.4	67.8	48.0	78.4	63.1	67.7

Screening results as filed in PubChem BioAssay.
